S3 lipid droplet = qHTS Assay for Lipid Storage Modulators in Drosophila S3 Cells. Drosophila S3 cells, BODIPY lipid droplet fluorescence, 18-24 h; cells fed with added oleic acid. lipid storage change, negative = inhibition, % at the top dose, mostly 46.1 µM; hits show Potency in µM. 320,000 tested, 0.64% active; active = well fitted inhibition curve with a large enough effect in the signal ratio, with a control signal flat, not every such curve was filed as active; inconclusive = small, poorly fitted or top-dose-only effect, or effect the other way, or a change in a side signal; the % refers to the signal ratio
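Laser-scanning cytometry quantifies lipid droplet accumulation (500–530 nm total intensity; droplet/cell object ratio) in oleic acid-fed (400 uM added) Drosophila S3 cells treated with a concentration series. 20 uM Triacsin C defined 100% inhibition.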
S3 lipid droplet cell count max = further read-out of S3 lipid droplet, marked with its call; cell number change, %; measured here: cell count max response;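 cells counted by Cell Tracker Red CMTPX staining in the red channel; peak over a dose series mostly up to 46.1 µM; percent activity relative to internal control wells on each plate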
Starred values were filed as active, the others as inactive; i = inactive; ? = inconclusive; . = no result given; [ ] = remark or other dose. % is scaled to controls: 0 for no effect and ±100 for the full control effect; potency is read from the fitted curve at half-maximal effect. An excerpt; rates above refer to the full screens.

SMILES	S3 lipid droplet	S3 lipid droplet cell count max
O=C(NCC1CCCO1)c1cc2ccccc2cc1O (stereo not drawn)	-1%	-10
O=C(O)c1ccc(OC2CSC2)cc1	?	.
NCCCCCc1cn([C@@H](CO)C(=O)NCCCCCCCCCCC(=O)N2CCNCC2)nn1	7%	9
COc1cc(/C(C)=N/NC(=O)c2ccc(CSc3nncn3C)cc2)cc(OC)c1OC	1%	13
COc1cc(NC(=O)CSc2nnnn2-c2ccccc2)cc(OC)c1OC	?	.
O=c1c2ccccc2n2c(-c3cccc(Cl)c3)nnc2n1Cc1ccccc1	-2%	9
COCCNC(=O)Cn1cnc2c(cnn2-c2ccc(OC)cc2)c1=O	8%	-6
CCN(CC)CCCn1c2c(c(SCC(=O)Nc3cccc(C)c3C)nc1=O)CCC2	?	.
COc1ccccc1NC(=O)CCc1nnc2ccc(N3CCCCC3)nn12	?	.
CCCN(CC(=O)Nc1ccccc1C)C(=O)CCCOc1ccc(Br)cc1	0%	-17
O=C(CCCC(=O)NC1CCCCC1)Nc1ccc([N+](=O)[O-])cc1	?	.
CC(Nc1cc(C)cc(C)c1)=[N+](C)CCNS(=O)(=O)c1ccc(Cl)cc1	12%	14
N#CC1=C2SCN(Cc3ccco3)CN2C(=O)CC1c1cccc2ccccc12 (stereo not drawn)	12%	-14
COc1ccc(Cl)cc1NC(=S)NCCc1ccc(S(N)(=O)=O)cc1	12%	17
Cc1[nH]c2c(C)cccc2c1CCNC(=O)c1ccc2c(c1[N+](=O)[O-])C(=O)c1ccccc1C2=O	?	.
CNC(=S)N(Cc1ccc(OC)cc1)C1CC(=O)N(c2ccc(OC)cc2)C1=O (stereo not drawn)	0%	-4
Cc1ccc(C(C)NC(=S)NC2CCCCC2)cc1C (stereo not drawn)	-4%	15
COC(=O)c1ccc(N2C(=O)C3C4C=CC(CC4)C3C2=O)cc1 (stereo not drawn)	?	.
CCCSC1=C(C#N)C(c2cccs2)C(C(=O)Nc2ccccc2)=C(C)N1 (stereo not drawn)	-12%	-12
Cc1ccccc1NC(=O)CN1CCC(n2nnc3ccccc32)CC1	-2%	-14
O=C(NCCOc1ccccc1)c1cc([N+](=O)[O-])ccc1N1CCOCC1	1%	-2
Cc1cc(C)c2c(=O)[nH]c(SCC(=O)N(C)C)nc2n1	-11%	.
CCCCNC(=O)NCC(=O)Nc1ccc(F)c(F)c1	i	17
CC(=O)c1ccc(S(=O)(=O)NCc2ccc(C(=O)N(C)CC(=O)Nc3cccc(F)c3)cc2)cc1	?	.
CNC(=S)NNC(=O)Cc1ccc(OC)cc1	1%	-16
CCn1c(SCC(=O)c2ccc(Cl)cc2)nnc1-c1ccoc1C	i	.
O=C(CSC1=Nc2ccccc2C2=NC(c3ccccc3)C(=O)N12)NCC1CCCO1 (stereo not drawn)	?	.
O=C(CC1NCCNC1=O)OCc1ccccc1 (stereo not drawn)	?	.
O=C(COc1ccc2ccc(=O)oc2c1)N1CCN(c2ccc(F)cc2)CC1	?	.
O=C(/C=C/c1ccc(Cl)c([N+](=O)[O-])c1)Nc1ccc(N2CCCC2)cc1	15%	0
CC(=O)Nc1cc2c3c(c1)CCC(=O)N3CCC2	?	.
c1cncc(Nc2nc(-c3cccs3)cs2)c1	?	.
N/C(=N\OC(=O)c1ccc(F)cc1)c1ccc(Br)cc1	7%	8
C/C=C(\C)C(=O)Nc1cccc(C2=NOC3(C2)C[C@@H](C(N)=O)N(C(=O)c2cc([N+](=O)[O-])cc([N+](=O)[O-])c2C)C3)c1 (stereo partly drawn)	5%	9
CCCn1c(SCC(=O)NCc2ccccc2Cl)n[nH]c1=O	-13%	11
CCC1CCCCN1C(=O)Cn1c(=O)n(CCCC(=O)NCc2ccco2)c(=O)c2sccc21 (stereo not drawn)	?	.
CCC(C(=O)NCc1ccc(F)cc1)N(Cc1cccs1)C(=O)c1snc(C(N)=O)c1N (stereo not drawn)	?	.
O=c1oc2ccccc2cc1N1CCOCC1	?	.
O=C(CCOc1ccccc1)N1CCN(c2ccc(O)cc2)CC1	12%	-15
Cc1ccc(N=CC2=C(O)CC(c3ccccc3Cl)CC2=O)cc1 (stereo not drawn)	0%	-6
COc1ccc(CCNC(=O)COC(=O)c2cnc(C)cn2)cc1OC	2%	5
Cc1cccc(NC(=O)Cn2c(O)c(N=NC(=O)c3ccccc3O)c3ccccc32)c1	?	.
COc1ccc(C(=O)N2CCN(c3ccccn3)CC2)cc1	-2%	8
Cc1cc(C(=O)NCCN2CCN(c3cccc(Cl)c3)CC2)n(-c2ccccc2)n1	-18%	-2
S=c1[nH]nc(-c2ccco2)n1-c1ccc(Cl)cc1	?	.
COc1ccc(-c2nnc(SCc3cc(C)ccc3C)n2N)cc1	?	.
CS(=O)(=O)N1CCC(C(=O)N2CCN(Cc3ccccc3)CC2)CC1	-4%	16
O=C(C1=C[C@H](c2ccc3c(c2)OCO3)C[C@H](OCc2ccc(CO)cc2)O1)N1CCN(Cc2ccc3c(c2)OCO3)CC1	-20%	-7
CC(C(=O)O)c1ccc2c(c1)[nH]c1ccc(Cl)cc12 (stereo not drawn)	?	.
COc1ccc(C2C(C(=O)NCC3CCCO3)c3cc(OC)c(OC)cc3C(=O)N2C)cc1OC (stereo not drawn)	16%	.

Following part.
SMILES	S3 lipid droplet	S3 lipid droplet cell count max
O=C(CSc1ccc(-c2ccccc2)nn1)c1ccccc1	3%	4
CCc1ccccc1NC(=O)c1ccoc1C	?	.
COc1ccc(CNC(NC(=O)c2ccccc2)(C(F)(F)F)C(F)(F)F)cc1	?	.
CCOc1cc(C2C3=C(CCCC3=O)NC3=C2C(=O)CCC3)cc(Cl)c1O	?	.
CCc1ccc(NC(=S)Nc2cccc3cnccc23)cc1	?	.
O=C(Nc1ccccc1)N1CCn2c1nc1ccccc12	?	.
COc1ccccc1OCCCOc1ccc(/C=C2\SC(=O)NC2=O)cc1OC	?	.
COc1ccc(C(=O)CSc2nnc(NC(=O)C3CC(=O)N(c4ccccc4)C3)s2)cc1 (stereo not drawn)	2%	1
Cc1cc(-c2ccc(S(=O)(=O)N3CCCCC3)s2)on1	?	.
COc1ccc(NC(=O)C2CCCN2S(=O)(=O)c2ccc3c(c2)CCC(=O)N3)c(OC)c1 (stereo not drawn)	?	.

Continued, starting with the last two of the part before.
SMILES	S3 lipid droplet	S3 lipid droplet cell count max
Cc1cc(-c2ccc(S(=O)(=O)N3CCCCC3)s2)on1	?	.
COc1ccc(NC(=O)C2CCCN2S(=O)(=O)c2ccc3c(c2)CCC(=O)N3)c(OC)c1 (stereo not drawn)	?	.
C#CCOCCOCCOCCNc1nc(N2CCN(C(=O)CCCCCCCCCCNC(=O)Cn3cc(CCCCCN)nn3)CC2)nc(N2CCN(C(=O)CCCCCCCCCCNC(=O)[C@@H]([C@H](C)O)n3cc(C)nn3)CC2)n1	?	.
COc1ccc(NC(=O)CN(C)C2CCS(=O)(=O)C2)cc1 (stereo not drawn)	i	-3
COc1cc(NC(c2ccccc2)c2ccccc2)cc(OC)c1OC	?	.
Cn1c(=O)c2cnc(N3CCOCC3)nc2n(C)c1=O	7%	2
CCOc1cc(Br)c(Br)c(C=Nc2ccc(NC(C)=O)cc2)c1O	4%	13
COc1cccc(OC)c1C(=O)NC(=S)N1CCOCC1	?	.
Cc1csc(Nc2ccccc2)n1	?	.
CN1C=CC2=C(C#N)C(N)C(C#N)(C#N)[C@H](c3ccccc3)[C@H]2C1 (stereo partly drawn)	0%	-25
CCc1noc(C)c1C(=O)N1CCN(S(=O)(=O)c2ccc(C)cc2)CC1	?	.
COc1ccc(S(=O)(=O)N2CCN(CC(=O)N3CCc4ccccc4C3)CC2)cc1OC	?	.
CCC1(c2ccccc2)NC(=O)N(CC(=O)Nc2ccc(Cl)c(S(=O)(=O)N3CCCCC3)c2)C1=O (stereo not drawn)	?	.
O=C(c1cc(=O)c2ccccc2o1)N(Cc1ccccc1)C1CCS(=O)(=O)C1 (stereo not drawn)	-1%	-3
CCOC(=O)C1=C(O)C(=O)N(c2ccc(S(N)(=O)=O)cc2)C1c1ccc([N+](=O)[O-])cc1 (stereo not drawn)	-20%	9
Cc1cc(N2CCN(S(=O)(=O)c3ccccc3)CC2)c2ccccc2n1	?	.
O=C(CN1C(=O)c2ccccc2S1(=O)=O)c1ccccc1F	-24%	-15
Cc1cc(-c2ccccc2)nc(N/N=C/c2ccc(O)cc2O)n1	?	.
CC1=C(C(=O)OCC2CCCO2)C(c2cccc(O)c2)NC(=O)N1 (stereo not drawn)	8%	-25
O=C(COc1c(Br)cc(Br)c2cccnc12)N1CCc2ccccc2C1	?	.
COCCCNC(=O)/C(C#N)=C/c1ccc(F)cc1	?	.
O=[N+]([O-])c1cc(S(=O)(=O)N2CCOCC2)ccc1OCc1ccccc1C(F)(F)F	7%[0.0737 µM]	.
CCC(=O)N/C(=N/c1nc(C)cc(C)n1)Nc1cccc(OC)c1	?	.
CCCN(CC(=O)Nc1ccccc1OC)C(=O)c1ccncc1	i	5
CCOc1ccccc1NC(=O)Nc1ccc(CC#N)cc1	?	.
CC1(C)CN(c2ccccc2)N(Cc2ccc(F)cc2)C1=O	?	.
COc1ccc(NC(=O)c2noc(C(C)C)c2[N+](=O)[O-])cc1	?	.
CCC(C(=O)NC1CCCC1)N(C(=O)Cn1nnc(-c2ccc(OC)c(OC)c2)n1)C1CCCCC1 (stereo not drawn)	?	.
Cc1nc(SCC(=O)Nn2c(-c3ccccc3)nc3ccccc3c2=O)n[nH]1	21%	-8
Cc1cc(NC(=O)Nc2cccc(Cl)c2)n(C(C)(C)C)n1	-4%	4
COc1ccccc1NC(=O)CSC1=NC(=O)C(NC(C)=O)C(=O)N1 (stereo not drawn)	?	.
O=C(CCc1ccc(O)c(O)c1)NNC(=S)NCCc1ccccc1	?	.

17 compounds out of the list, arranged by length of the SMILES, ascending:
SMILES	S3 lipid droplet	S3 lipid droplet cell count max
COCCCNC(=O)/C(C#N)=C/c1ccc(F)cc1	?	.
CCCN(CC(=O)Nc1ccccc1OC)C(=O)c1ccncc1	i	5
CC1(C)CN(c2ccccc2)N(Cc2ccc(F)cc2)C1=O	?	.
O=C(CN1C(=O)c2ccccc2S1(=O)=O)c1ccccc1F	-24%	-15
Cc1cc(NC(=O)Nc2cccc(Cl)c2)n(C(C)(C)C)n1	-4%	4
Cc1cc(-c2ccccc2)nc(N/N=C/c2ccc(O)cc2O)n1	?	.
CCC(=O)N/C(=N/c1nc(C)cc(C)n1)Nc1cccc(OC)c1	?	.
O=C(COc1c(Br)cc(Br)c2cccnc12)N1CCc2ccccc2C1	?	.
Cc1cc(N2CCN(S(=O)(=O)c3ccccc3)CC2)c2ccccc2n1	?	.
CCc1noc(C)c1C(=O)N1CCN(S(=O)(=O)c2ccc(C)cc2)CC1	?	.
Cc1nc(SCC(=O)Nn2c(-c3ccccc3)nc3ccccc3c2=O)n[nH]1	21%	-8
O=C(c1cc(=O)c2ccccc2o1)N(Cc1ccccc1)C1CCS(=O)(=O)C1 (stereo not drawn)	-1%	-3
COc1ccc(S(=O)(=O)N2CCN(CC(=O)N3CCc4ccccc4C3)CC2)cc1OC	?	.
O=[N+]([O-])c1cc(S(=O)(=O)N2CCOCC2)ccc1OCc1ccccc1C(F)(F)F	7%[0.0737 µM]	.
CCC(C(=O)NC1CCCC1)N(C(=O)Cn1nnc(-c2ccc(OC)c(OC)c2)n1)C1CCCCC1 (stereo not drawn)	?	.
CCC1(c2ccccc2)NC(=O)N(CC(=O)Nc2ccc(Cl)c(S(=O)(=O)N3CCCCC3)c2)C1=O (stereo not drawn)	?	.
CCOC(=O)C1=C(O)C(=O)N(c2ccc(S(N)(=O)=O)cc2)C1c1ccc([N+](=O)[O-])cc1 (stereo not drawn)	-20%	9

Carrying on:
SMILES	S3 lipid droplet	S3 lipid droplet cell count max
COC(=O)c1ccccc1CCC(C)=O	-21%	.
CCNC(=O)CC1C(=O)N(C)C(=S)N1NC(=O)c1ccc(Cl)cc1 (stereo not drawn)	24%	19
CCOC(=O)N1CCC(NC(=O)c2cc(C(=O)Nc3ccc(S(=O)(=O)N4CCOCC4)cc3)ccc2CO)CC1	?	.
CC1CCC2(CC1)NC(=O)N(NC(=O)c1cccs1)C2=O (stereo not drawn)	i	-10
COC(=O)c1ccc(OC(=O)C2CSC3(C)CCC(=O)N23)cc1 (stereo not drawn)	?	.
Cc1ccc(NC(=O)c2ccc(NC3=NC4CS(=O)(=O)CC4S3)cc2)cc1 (stereo not drawn)	21%	-24
Cc1c(NC(=O)CSc2nnc(N)s2)c(=O)n(-c2ccccc2)n1C	-8%	.
CCNc1nc(NC(C)C)nc(N(C#N)C(C)C(=O)N(C)C)n1 (stereo not drawn)	-9%	1
CCOc1ccc(C(=O)Nc2cccc(C)n2)cc1	?	.
O=C(CSc1nnc(-c2ccc(F)cc2)o1)NC1CCCC1	i	.
CC1Cn2c(nnc2C23CC4CC(CC(C4)C2)C3)S1 (stereo not drawn)	-1%	1
CC1CCC(NC(=O)C2CCN(S(=O)(=O)c3cccc4nonc34)CC2)CC1 (stereo not drawn)	i	-13
CCn1ccnc1CN(C)C(=O)c1cc(COc2ccc(OC)c3ccccc23)on1	12%	4
O=C(NCCCN1CCOCC1)c1coc2ccccc2c1=O	10%	-1
CC1=C(C(=O)OC(C)C)C(/C=C/c2ccccc2)NC(=O)N1 (stereo not drawn)	?	.
CC1CCCCN1C(=O)NC1CC(=O)N(c2ccc3c(c2)OCCO3)C1 (stereo not drawn)	?	.
CC(=O)c1cccc(NC(=O)C2CCN(S(=O)(=O)c3c(C)n[nH]c3C)CC2)c1	-14%	-24
COc1ccccc1S(=O)(=O)Cc1ccc(C(=O)NCc2cccnc2)o1	?	.
CN(C)c1ccc(/C=C/C(=O)c2ccccc2)cc1[N+](=O)[O-]	?	.
CCCC(=O)C1=C(O)C(C(=O)OC)C(C)(C)CC1=NCCc1ccccc1 (stereo not drawn)	?	.

Compound activity (PubChem BioAssay)
